D1 antag: antagonists of human D1 dopamine receptor; activity change, negative = inhibition, % at 10 µM; HEK293 TREx D1 cells, calcium flux, dopamine EC80; hits give low values; AID 504652; 3.2% of 360,000 active; in the data active means activity change below about -30%; further: on the % scale 0 is the no-effect control and ±100 the full control effect
Target sequence (P21728 whole entry, looked up): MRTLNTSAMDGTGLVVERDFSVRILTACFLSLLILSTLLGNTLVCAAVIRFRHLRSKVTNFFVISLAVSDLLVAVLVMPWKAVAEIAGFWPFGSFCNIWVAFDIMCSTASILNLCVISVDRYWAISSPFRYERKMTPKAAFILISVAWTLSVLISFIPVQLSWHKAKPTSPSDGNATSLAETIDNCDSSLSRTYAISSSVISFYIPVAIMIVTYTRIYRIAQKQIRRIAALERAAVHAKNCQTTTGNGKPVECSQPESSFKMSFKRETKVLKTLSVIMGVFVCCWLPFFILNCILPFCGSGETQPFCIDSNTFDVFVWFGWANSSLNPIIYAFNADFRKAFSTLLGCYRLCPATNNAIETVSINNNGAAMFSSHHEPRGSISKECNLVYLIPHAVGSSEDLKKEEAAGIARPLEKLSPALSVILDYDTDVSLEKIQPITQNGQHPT
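Calcium flux readout: force-coupled, inducible Hek293 Trex D1 line, cells induced overnight at 30 C with tetracycline, dye-loaded 30–90 min at RT. Antagonism scored against EC80 dopamine challenge given 180 s after compound.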
D2 potentiator: positively modulates the human D2 dopamine receptor allosterically | HEK293 T-REx D2, calcium flux, EC20 dopamine potentiation | potentiation, % at 10 µM | 0.34% of 340,000 active | AID 485347;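 active means potentiation over 3 SD above the plate norm, cut at about 30% in these data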; further: 0% is about no effect
Target sequence (P14416 whole entry, looked up): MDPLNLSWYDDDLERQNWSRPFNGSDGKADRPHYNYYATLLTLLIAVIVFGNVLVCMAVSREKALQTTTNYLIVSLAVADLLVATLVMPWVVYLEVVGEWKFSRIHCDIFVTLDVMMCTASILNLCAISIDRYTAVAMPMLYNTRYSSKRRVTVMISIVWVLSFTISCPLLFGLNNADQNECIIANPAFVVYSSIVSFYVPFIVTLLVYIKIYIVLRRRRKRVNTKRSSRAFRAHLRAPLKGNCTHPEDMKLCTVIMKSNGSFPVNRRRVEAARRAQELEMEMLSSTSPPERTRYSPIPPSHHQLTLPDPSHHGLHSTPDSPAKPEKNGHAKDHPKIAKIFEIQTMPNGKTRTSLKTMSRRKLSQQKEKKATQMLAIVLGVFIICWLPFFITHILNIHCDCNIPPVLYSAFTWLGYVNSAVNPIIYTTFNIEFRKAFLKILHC
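Potentiation of an EC20 dopamine calcium response measured kinetically over 180 s, after a preceding 180 s compound-only read flagging agonists. Cells: inducible Hek293 Trex D2 line, 4000/well, cultured overnight at 30 C before dye loading.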
Vif-A3F inh: Vif-A3F binding inhibition. HeLa A3F-eYFP + Vif (tagged APOBEC3F with the HIV-1 protein that degrades it), YFP fluorescence increase. Potency, µM (highest dose often 46.1 µM), for inactives: at the top dose activity, negative = active. 0.2% of 390,000 active; further: potency means the concentration at half of the fitted maximal effect; % of control where 0% means no effect; nearly all actives have a fitted effect of over 65% in size
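HeLa cells stably expressing Vif plus C-terminally eYFP-tagged A3F were seeded, incubated overnight at 37 deg C, dosed with compound, incubated overnight again at 37 deg C. Yellow fluorescence (Ex 488/Em 500-530) reported blocked Vif-mediated A3F-eYFP degradation.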
LDHA inh: LDHA (human) enzyme inhibition; activity change, % (values are at about 110 or 230 µM); purified LDHA, NADH/diaphorase-resazurin fluorescence; hits give low values; 0.15% of 480,000 active; P00338; in the data active means activity change below about -30%; inconclusive means mostly about -25% to -30%;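 further: plate controls were DMSO wells for no effect and wells without enzyme for full effect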
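Resorufin fluorescence (ex540/em590), read at 0 and 20 min after diaphorase/resazurin addition, reports the NADH left after a 5 min room-temperature reaction of 2 nM human LDH5 with 0.06 mM NADH and 0.2 mM pyruvate.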
GRP78 ERSR act: inducers of ER stress response in human glioma cells | Potency, µM, for inactives: at the top dose activation, usual class: activators | U87-MG GRP78 promoter luciferase reporter, 16 h | 0.02% of 420,000 active; further: potency means the concentration at half of the fitted maximal effect; series mostly up to about 76 µM; % of control where 0% means no effect; nearly all actives have a fitted effect of over 35% in size
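ERSR induction read as luciferase luminescence (Bright-Glo, 10 min at room temperature) in stably transfected human U87-MG glioma cells exposed to compounds for 16 h, using GRP78 as sensor.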
Vif-APOBEC3G blk: blocks the Vif interaction with human APOBEC3G; HeLa A3G-eYFP + Vif (tagged APOBEC3G with the HIV-1 protein that degrades it), YFP fluorescence, overnight; Potency, µM (doses to about 46.1 µM), inactives show top-dose activity, negative = active, usual class: inhibitors; 0.076% of 410,000 active;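 further: potency means the concentration at half of the fitted maximal effect; on the % scale 0 is the no-effect control and ±100 the full control effect; nearly all actives have a fitted effect of over 60% in size; hits raise eYFP signal because A3G escapes Vif-driven loss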
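Read-out is eYFP fluorescence (Ex 488/Em 500-530) from Vif-expressing HeLa A3G-eYFP cells; more signal means A3G escaped Vif-mediated degradation. Cells plated overnight, compound pinned in, incubated overnight at 37 deg C.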
D1 ag: human D1 receptor agonism | P21728 | HEK293 T-REx D1 cells, calcium flux, agonist mode | activation, % at 2 µM | 1% of 360,000 active; in the data active means activation above about 30%; further: 0% is about no effect
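Agonism was scored from calcium flux recorded over 180 s (1 read/s) after pintool compound addition, following a 10-cycle baseline. Cells were inducible force-coupled HEK293 TREx D1, plated overnight at 30 C and loaded with no-wash calcium dye.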
D1 potentiator: enhances dopamine response at the human D1 receptor. P21728. HEK293 TREx D1 cells, calcium flux, dopamine EC20 potentiation. potentiation, % at 10 µM. 0.036% of 360,000 active; in the data active means potentiation above about 30%; further: 0% is about no effect
RXFP1 agonist: agonists of human relaxin receptor RXFP1. Q9HBX9. HEK293T-RXFP1 cAMP TR-FRET, 30 min; response scale: percent of porcine relaxin response, buffer zero. Potency, µM (top dose mostly 57.5 µM), without a hit: at the top dose activation, usual class: activators. 0.3% of 370,000 active. AID 2676; further: potency means the concentration at half of the fitted maximal effect; on the % scale 0 is the no-effect control and ±100 the full control effect; nearly all actives have a fitted effect of over 60% in size; many of its hits are not listed in these tables
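HEK293 cells stably expressing RXFP1, treated 30 min at 37C with compounds plus PDE4 inhibitor Ro 20174; cAMP measured by HTRF TR-FRET. Normalized to buffer and 29 nM porcine relaxin; EC50 by Hill fit.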
Starred values were filed as active, the others as inactive; ? = inconclusive; . = not tested or not shown; & = joins results of further samples. Unless noted, the call rests on the fitted dose curve; in most records, active means well fitted curve in the direction sought with a large enough effect; inconclusive means small, poorly fitted or top-dose-only effect, or another doubt; inactive means no such curve, though single readings can be large; an effect the other way counts as inactive or inconclusive.

No.	compound	D1 potentiator	D2 potentiator	Vif-APOBEC3G blk	D1 antag	RXFP1 agonist	Vif-A3F inh	LDHA inh	D1 ag	GRP78 ERSR act
1	C=CCOc1ccc2nnc(C)n2n1	-3	-4	2%	2	5.7%	2%	-8	7	-2%
2	Cc1ccc(C(=O)CSc2nccn2-c2ccccc2)cc1	-1	-13	-2%	1	0.3%	9%	-5	3	2%
3	O=C1c2[nH]nc(-c3ccccc3)c2C(c2ccccc2)N1c1cccc(C(F)(F)F)c1 (centres undefined)	4	-2	-8%	17	0.4%	0%	4	7	-10%
4	CC(C)COc1ccc(-c2nonc2NC(=O)c2ccc(F)cc2)cc1	6	-7	4%	2	-3.3%	-5%	-6	4	-5%
5	Cc1ccc(C)c(N=Nc2ccc(O)c3ncccc23)c1	-8	3	7%	-71*	0.1%	0%	4	-1	-8%
6	CCOC(=O)N1CCc2c(sc(NC(=O)C3COc4ccccc4O3)c2C(N)=O)C1 (centres undefined)	-14	6	-8%	1	-2.6%	6%	-1	3	2%
7	CCOC(=O)C1(Cc2ccccc2C)CCCN(Cc2cc(OC)c(O)c(OC)c2)C1 (centres undefined)	1	14	4%	-5	3.7%	3%	17	3	-4%
8	COc1cccc(N2CCN(CC(=O)NCc3cccs3)CC2)c1	-6	1	1%	-2	-0.5%	-4%	-2	5	-1%
9	CCNc1ccc(C(=O)Nc2ccc3nc(C)sc3c2)cc1[N+](=O)[O-]	-7	-7	3%	3	-6.0%	-1%	-1	4	-4%
10	CC#CC[N+](C)(C)CCCCCC	-4	8	-2%	4	2.2%	-7%	-12	4	20%
11	Cc1ccc(NCCC(=O)c2cccs2)cc1C	-2	0	-13%	8	1.8%	4%	-5	0	-2%
12	CC(C)COC(=O)n1ccc(C(=O)N2CCCCC2)n1	-7	-2	1%	-3	-0.4%	1%	-9	3	-1%
13	Cc1cc(OC(C)C(=O)N2CCN(c3ccccc3)CC2)c2c(C)c(C)c(=O)oc2c1 (centres undefined)	-2	1	0%	-10	29%	0%	-7	3	-3%
14	CCC(CC)C(=O)NCc1cccnc1	3	6	2%	2	0.3%	-8%	-3	2	-4%
15	COc1ccc(OC)c(NC(=O)NNC(=O)COc2ccc(-c3ccccc3)cc2)c1	-7	-6	-1%	3	0.5%	-21%	-12	1	-2%
16	O=C(CCN1CCCCCC1)c1ccccc1	10	0	1%	-1	0.2%	1%	3	0	-4%
17	COc1ccc(CNC(=O)C2=C(C)C(=O)OC23CCC(C)CC3)cc1 (centres undefined)	-5	-7	0%	-4	0.1%	-6%	1	5	-1%
18	Cc1ccc(NS(=O)(=O)c2c(C)[nH]c(=O)[nH]c2=O)c(Br)c1	-12	-6	-2%	-14	-0.3%	2%	-7	3	-4%
19	CC(=O)Nc1ccc(Oc2ccc(-c3noc(C)n3)cc2)cc1	-8	-14	-8%	-21	0.2%	-4%	-3	8	4%
20	CC(=O)Nc1ccc(NC(=O)c2cccc3ccccc23)cc1	-1	-1	0%	-15	0.9%	1%	-6	8	-2%
21	CN(C)S(=O)(=O)c1ccc2c(c1)N(CC(=O)Nc1cccc(C(F)(F)F)c1)C(=O)CS2	0	2	-15%	18	-1.8%	9%	-11	2	-3%
22	Cc1cccc(N2CCN(C(=O)C3CCN(S(=O)(=O)c4c(C)noc4C)CC3)CC2)c1C	-6&-3	0&0	1%&6%	-5&6	-0.8%&0.0%	7%&0%	-5&-17	6&7	0%&-2%
23	Cc1ccc(C(=O)NCC(=O)OCC(=O)c2ccc(Cl)s2)cc1	-8	-3	-4%	3	6.9%	8%	-4	-1	-1%
24	N#C/C(=C\c1cn[nH]c1-c1ccccc1Br)C(=O)O	1	10	-2%	6	1.4%	-16%	-4	4	-3%
25	CCCCCN(C(=O)CCC(=O)OC(C)C(=O)c1ccccc1)c1c(N)n(CCCC)c(=O)[nH]c1=O (centres undefined)	1	-3	0%	16	0.4%	0%	-1	2	-2%
26	COc1cccc(NC(=O)Cn2c(-c3cncs3)nc3ccccc32)c1	-3	.	1%	-15	-0.1%	-9%	1	4	-1%
27	O=C(NC(=S)NC1CCS(=O)(=O)C1)c1ccccc1F (centres undefined)	-1	10	-2%	12	-0.4%	-1%	-2	2	-9%
28	CCCn1nc(C(=O)NNC(=O)c2cc(S(=O)(=O)NC)ccc2Br)c2ccccc2c1=O	-2	9	0%	11	-0.1%	-16%	-5	4	-1%
29	CC(/C=N/Nc1nncc(=O)[nH]1)=C\c1ccccc1	-6	2	0%	-7	2.7%	5%	-8	0	0%
30	CC1CCCN(CCC(=O)Nc2ccc(Br)cc2)C1 (centres undefined)	-2	3	-5%	13	-1.3%	-2%	-15	8	-3%
31	CCc1ccccc1N1CC(c2nc3ccccc3n2CCCCOc2ccccc2OC)CC1=O (centres undefined)	0	.	6%	-7	1.0%	1%	2	60*	-4%
32	CCC(=O)N1CCc2cc(S(=O)(=O)Nc3ccc4c(c3)OCCO4)ccc21	-7	.	0%	-10	2.6%	5%	0	9	1%
33	Cn1cccc1/C=N/NC(=O)c1cccs1	0	0	4%	-5	0.7%	-17%	-6	0	-1%
34	Cc1cc(C)cc(NCc2cc(=O)oc3cc(C)c(O)cc23)c1	-10	9	-1%	-4	0.0%	1%	0	5	-2%
35	CCC(CC)C(=O)Oc1c(C(=O)N(C)C)cccc1-c1ccccc1	.	.	1%	.	.	-12%	-8	.	-3%
36	O=C(CCn1c(=O)c2ccccc2n(CC(=O)NC2CCCC2)c1=O)NCc1ccco1	0	-7	1%	2	1.0%	5%	1	1	-1%
37	CCc1ccc(C2=C(C)C(N3CCC(C(=O)NCc4ccc(C)o4)CC3)=NS2(=O)=O)cc1	-3	13	.	-19	22%	.	-7	0	.
38	CCCCNC(=S)NNC(=O)c1nn(C)cc1Cl	-6	0	0%	-14	-2.1%	.	0	1	-5%
39	CCCCc1c(C)nc2ccccc2c1SCCC#N	-5	-4	-13%	-7	5.5%	-1%	0	1	-6%
40	CCOC(=O)C1CCCN(C(=O)c2ccc(-c3ccccc3Cl)o2)C1 (centres undefined)	.	.	-4%	.	.	1%	4	.	-6%
41	Cc1ccc(C(=O)NN(C)c2nc3ccccc3nc2C(F)(F)F)cc1	-6	3	?	-1	2.1%	-1%	-1	5	-7%
42	COc1cccc(/C=N/NC(=O)CC2C(=O)NN=C2C)c1O (centres undefined)	-1	-7	-4%	-4	0.0%	14%	6	-1	-4%
43	Cc1cc(C)cc(NC(=O)/C(C#N)=C/c2cn(CC(=O)NCc3ccco3)c3ccccc23)c1	-6	-8	-25%	-7	4.4%	?	-4	3	1%
44	COc1ccc(C(=O)NC2CCSC2=O)cc1 (centres undefined)	-6	-16	-4%	-20	1.7%	0%	-2	-1	-2%
45	O=C(CCn1c2c(c3ccccc31)CCCC2)NNC(=O)c1ccccc1Cl	-6	-18	-9%	-10	1.0%	0%	1	2	-4%

The list goes on, overlapping the part above by 2 compounds.
No.	compound	D1 potentiator	D2 potentiator	Vif-APOBEC3G blk	D1 antag	RXFP1 agonist	Vif-A3F inh	LDHA inh	D1 ag	GRP78 ERSR act
44	COc1ccc(C(=O)NC2CCSC2=O)cc1 (centres undefined)	-6	-16	-4%	-20	1.7%	0%	-2	-1	-2%
45	O=C(CCn1c2c(c3ccccc31)CCCC2)NNC(=O)c1ccccc1Cl	-6	-18	-9%	-10	1.0%	0%	1	2	-4%
46	CCOC(=O)C1CCN(C(=O)C2(NC(=O)NC3CCCCC3)CCCCC2)CC1	-2	3	4%	-6	-1.4%	0%	-3	2	-3%
47	Cc1c(Cl)c(=O)oc2cc(OC(C)C)ccc12	-3	5	3%	-13	3.4%	6%	-4	3	-1%
48	CC1=NOC(=O)/C1=C\c1ccc2c(c1)OCO2	0	4	-14%	3	0.0%	?	-4	-2	0%
49	CC(=O)N1CCN(CC(C)(C)NS(=O)(=O)c2ccccc2)CC1	.	.	4%	.	.	-4%	-6	.	-2%
50	CCCC(=O)Nc1cc(OC)c(C(=O)OC)cc1Cl	-5	9	0%	-8	-0.3%	6%	-6	2	-4%
51	CC(Sc1nnc2ccccn12)C(=O)N1CCc2ccccc2C1 (centres undefined)	-2	5	-1%	-8	2.6%	3%	0	3	2%
52	S=c1[nH]nc(-c2cccnc2)n1/N=C/c1cccs1	-7	-2	1%	5	0.3%	-3%	-2	1	-2%
53	CCN(CC(=O)Nc1cccc(C(C)=O)c1)S(=O)(=O)c1ccc(OC)cc1	-3	6	-2%	-7	0.4%	-1%	-1	3	1%
54	CC(C(=O)N1CCOCC1)c1ccc([N+](=O)[O-])cc1 (centres undefined)	-1	4	0%	1	4.8%	0%	-6	2	-3%
55	CCn1cc(C(=O)NCCCN2CCC(C)CC2)c(=O)c2cc(S(=O)(=O)N3CCCC3)ccc21	8	-25	1%	17	-0.2%	-4%	-6	0	-5%
56	Cc1ccc(CNC(=O)CSc2ncc3c(n2)-c2cc(Cl)ccc2N(C)S3(=O)=O)cc1	5	-1	-1%	29	11%	2%	4	3	-5%
57	Cc1ccc(CN(C(=O)COc2ccc([N+](=O)[O-])cc2)c2ccccn2)cc1	-1	-8	0%	-15	2.6%	-9%	-1	6	0%
58	Cc1cc2nc(-c3ccccn3)c(-c3ccccn3)nc2cc1C	2	10	.	8	0.2%	.	.	3	.
59	COc1ccc(CCNC(=O)c2cc(-c3cccs3)on2)cc1OC	-5	3	-5%	-6	2.3%	0%	-6	8	3%
60	O=C(Nc1ccc(Nc2ccncc2)cc1)c1ccc(Nc2ccnc3ccc([N+](=O)[O-])cc23)cc1[N+](=O)[O-]	-5	10	0%	2	-0.3%	-5%	-3	1	-3%
61	Cc1c(Cl)cnc(NC(=O)COC(=O)CNC(=O)c2ccccc2)c1Cl	.	.	-1%	.	.	-2%	0	.	1%
62	CCOc1ccc(CC(C(N)=O)C(N)=O)cc1	8	0	2%	0	-0.7%	?	-9	3	0%

High-throughput results deposited in PubChem by National Center for Advancing Translational Sciences (NCATS).

An excerpt (hit frequency here may not be typical).
